DDE Tn7 FP inh: disrupts Tn7 cyclic peptide binding to fibrin D-Dimer-E complex; P02675; FP displacement of FITC-Tn7 peptide from fibrin DD(E); 0% = median of compound wells per plate; inhibition, % at 8.3 µM; 0.13% of 370,000 active; AID 720508;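 active = inhibition above the mean of compounds falling within the control limits plus 3 SD of them, cut at about 14% in these data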;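 also: 0% = plate median of compound wells and 100% = 10 µM Aha-Tn7 peptide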
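System: human fibrin DD(E); quantity: Fibrin-DD(E) at 2 µM final; also added: fluorescent Tn7 probe at 0.1 µM; compound dosing: single nominal test concentration of 8.3 µM per compound; schedule: 10 min preincubation, 3 h with tracer, room temperature; detection: fluorescence polarization of the labelled Tn7 tracer; repeats: one replicate per compound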
DDE Tn6 FP inh: disrupts Tn6 cyclic peptide binding to fibrin D-Dimer-E complex. P02675. Fibrin DD(E) TRITC-Tn6 fluorescence polarization displacement. inhibition, % at 8.3 µM. 0.21% of 370,000 active. AID 720509;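 active = inhibition above a per-campaign cutoff: mean of compounds within control limits plus 3 SD, cut at about 15% in these data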;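 also: 0% = median of all compound wells on the plate and 100% = blocking peptide control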
LEDGF integ inh: blocks HIV-1 LEDGF/p75-dependent DNA integration; TR-FRET IN-LEDGF/p75 DNA integration, Eu/Cy5; inhibition, % at 3.7 µM; 0.64% of 370,000 active;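 active = inhibition above the screen-wide mean plus 3 SD, cut at about 13% in these data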;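 also: signal is the Cy5 over europium emission ratio at 671 and 618 nm; 0% = plate median of compound wells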
PLCg1 inh: blocks human PLC-gamma1 enzyme activity | P19174 | purified PLC-gamma1, fluorogenic substrate, fluorescence | inhibition, % at 12.2 µM | 0.84% of 370,000 active | AID 720700; in the data active = inhibition above about 9.5%
ADAM10 inh: inhibits human ADAM10 | O14672 | inhibition, % at 7 µM | 0.62% of 370,000 active | recombinant ADAM10, EDANS/DABCYL FRET peptide cleavage, 3 h;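 active = inhibition above a per-campaign cutoff equal to the mean of compounds falling between control-based bounds plus 3 SD, cut at about 20% in these data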;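 also: 0% = DMSO wells while the 100% control is not disclosed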
Target sequence (O14672 214-748 limits assumed): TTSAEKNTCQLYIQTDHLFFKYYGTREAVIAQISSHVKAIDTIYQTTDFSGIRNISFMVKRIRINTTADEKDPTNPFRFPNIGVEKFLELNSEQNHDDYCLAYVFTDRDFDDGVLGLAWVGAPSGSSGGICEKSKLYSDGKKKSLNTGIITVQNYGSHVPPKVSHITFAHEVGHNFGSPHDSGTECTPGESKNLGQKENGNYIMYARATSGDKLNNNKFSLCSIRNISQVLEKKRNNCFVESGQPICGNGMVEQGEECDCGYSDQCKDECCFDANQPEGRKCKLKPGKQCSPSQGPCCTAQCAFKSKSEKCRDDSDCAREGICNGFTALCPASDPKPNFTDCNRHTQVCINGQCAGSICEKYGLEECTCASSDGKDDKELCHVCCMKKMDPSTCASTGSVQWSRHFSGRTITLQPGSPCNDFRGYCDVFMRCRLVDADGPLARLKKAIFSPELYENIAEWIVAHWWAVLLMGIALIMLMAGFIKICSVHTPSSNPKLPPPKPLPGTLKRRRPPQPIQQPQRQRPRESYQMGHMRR
TDP2 inh: TDP2 (human) inhibition, absorbance primary screen. AID 720702. 0.34% of 370,000 active. inhibition, % at 12.8 µM. recombinant TDP2, T5PNP hydrolysis, p-nitrophenol absorbance 415 nm. O95551;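 active = inhibition above the mean of all tested compounds plus 3 SD, set per campaign, cut at about 25% in these data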;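 also: 0% = DMSO with enzyme and 100% = buffer with substrate but no TDP2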
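System – recombinant human TDP2 · Quantity – TDP2 enzyme at 120 nM final · Doses – single concentration, 12.8 µM nominal, with 1% DMSO · Incubation – 2 h at 37 °C · Measured by – epi absorbance of p-nitrophenol freed from T5PNP by hydrolysis · Read-out – % inhibition relative to enzyme-containing and enzyme-free wells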
ARFGAP1 inh: inhibitors of rat ARFGAP1; inhibition, % at 16.5 µM; Arfgap1-stimulated ARF1 GTP hydrolysis, GDP FP detection; 0.26% of 360,000 active; Q62848;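 active = inhibition above a per-plate limit, mean inhibition of low control wells plus 3 SD, cut at about 25% in these data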;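 also: 0% = DMSO wells with enzyme and 100% = wells lacking Arfgap1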
Target sequence (Q62848 1-136 limits assumed): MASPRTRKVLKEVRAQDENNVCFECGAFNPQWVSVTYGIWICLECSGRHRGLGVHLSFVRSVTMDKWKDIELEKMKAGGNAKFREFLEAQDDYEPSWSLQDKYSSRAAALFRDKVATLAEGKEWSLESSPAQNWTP
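System: truncated rat Arfgap1 GAP domain / Medium: HEPES-based buffer, pH 7.5 / Also added: N-terminally truncated human ARF1-GTP substrate / Incubation: enzyme reaction 120 min at 25 °C after 20 min preincubation / Measured by: FP of antibody-bound GDP Alexa 633 tracer, ex 620/em 688 nm / Replicates: singlicate, each compound tested once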
ASAP1 GAP inh: blocks human ASAP1-stimulated Arf1 GTP hydrolysis; inhibition, % at 16.5 µM; 0.19% of 360,000 active; GDP FP detection; in the data active = inhibition above about 25%;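 also: 0% = vehicle with enzyme and substrate and 100% = no enzyme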
ADAM17 inh: inhibits human ADAM17 | P78536 | recombinant ADAM17, EDANS/DABCYL FRET peptide cleavage | inhibition, % at 6.95 µM | 0.83% of 370,000 active | AID 720648;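 active = inhibition above the mean of compounds lying between control limits plus 3 SD, set per campaign, cut at about 8.5% in these data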;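 also: 0% = DMSO-only wells as the low control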
KLK7 zymogen act: activates the human kallikrein-7 zymogen; P49862; purified proKLK7, EDANS-DABCYL substrate fluorescence; 100% is mature enzyme control, 0% vehicle; activation, % at 7 µM; 0.9% of 370,000 active; AID 652039;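 active = activation above the mean of all tested compounds plus 3 SD, computed per campaign excluding outliers beyond control limits, cut at about 13% in these data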
Target sequence (P49862 whole entry, looked up): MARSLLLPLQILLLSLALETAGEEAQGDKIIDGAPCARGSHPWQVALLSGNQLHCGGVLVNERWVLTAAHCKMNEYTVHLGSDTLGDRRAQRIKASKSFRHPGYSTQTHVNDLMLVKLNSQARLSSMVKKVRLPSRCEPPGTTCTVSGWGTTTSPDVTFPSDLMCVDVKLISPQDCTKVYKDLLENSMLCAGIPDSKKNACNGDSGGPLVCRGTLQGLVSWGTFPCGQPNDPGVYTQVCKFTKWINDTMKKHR
An asterisk follows results filed as active; i = inactive; · = not tested or not shown.

SMILES	DDE Tn7 FP inh	DDE Tn6 FP inh	LEDGF integ inh	PLCg1 inh	ADAM10 inh	TDP2 inh	ARFGAP1 inh	ASAP1 GAP inh	ADAM17 inh	KLK7 zymogen act
COc1ccccc1NC(=O)c1ccccc1S(=O)(=O)c1ccccc1[N+](=O)[O-]	5	0	-4	-1	-5	9	-1	-7	1	-0.3
Cc1ccc(NC(=O)CCC(=O)OCC(=O)c2ccc(Oc3ccc([N+](=O)[O-])cc3)cc2)c(C)c1	-3	-5	-2	-2	5	-5	7	0	1	-0.3
Cc1nn(-c2ccc([N+](=O)[O-])cc2)c(N)c1-c1ccccc1	4	-5	-4	2	1	-1	-6	12	-5	0.4
O=C(Nc1ccc(S(=O)(=O)N2CCCCC2)cc1)C1CC(=O)N(c2ccccc2)C1 (stereo not drawn)	5	-1	-4	-1	-12	8	1	9	-2	-0.1
COc1ccc(C2C=C(C)Nc3nc(SC)nn32)cc1 (stereo not drawn)	0	1	0	-295	i	5	6	5	i	6.4
CCc1c(C)c(C#N)c2nc3ccccc3n2c1Nc1c(C)n(C)n(-c2ccccc2)c1=O	-4	-2	-3	-26	-50	-6	5	-6	-17	0.7
O=C(c1ccc([N+](=O)[O-])cc1)N(C1=NCCCCS1)c1ccccc1	4	-4	1	2	-2	9	14	1	-4	-0.6
CCc1cc2c(SCC(=O)C(C#N)=C3N(C)c4ccccc4N3C)ncnc2s1	-4	-3	5	-14	-9	-8	-7	-4	-6	0.1
CC(C)(C)OC(=O)N1CCOCCOCCN(C(=O)OC(C)(C)C)CCOCCOCC1	-4	-2	0	-3	1	15	4	0	-2	0.1
COc1ccc(S(=O)(=O)Nc2ccccc2C(=O)NC(C)C)cc1OC	6	-2	0	-8	-48	2	1	-8	-21	-0.8
CCOc1ccccc1C(=O)N1CCCCC1C (stereo not drawn)	6	5	2	0	-6	-2	-3	-21	0	0.0
O=C(Nc1ncccn1)c1cccc(Cl)c1	-6	0	2	2	-8	7	-1	5	-1	-0.7
CCOC(=O)C(=CNc1cccc(C)c1C)C(=O)OCC	4	-2	0	-1	4	-5	7	5	-1	-0.1
O=C(Nc1ccc(NC(=O)C2CC2)cn1)c1ccccc1	3	8	2	1	0	10	5	8	-5	0.5
COc1ccc(C(=O)COC(=O)C(CCSC)NS(=O)(=O)c2ccc(Cl)cc2)cc1 (stereo not drawn)	2	0	0	3	17	-4	3	0	6	-0.5
Cc1ccc(C2C(C#N)=C3N=C(N)c4ccccc4N3C3=C2C(=O)CCC3)cc1 (stereo not drawn)	11	10	2	-7	0	9	-5	1	1	0.6
CC1=C(C(=O)Nc2ccccn2)C(c2ccc(N(C)C)cc2)n2ncnc2N1 (stereo not drawn)	2	-3	1	-21	-7	1	2	6	-6	-0.3
COC(=O)c1cc(NS(=O)(=O)c2ccc(Cl)c(N3C(=O)c4ccc(C(=O)O)cc4C3=O)c2)cc(C(=O)OC)c1	6	1	-4	-2	-4	8	12	-2	-5	-0.1
COc1ccc(C)cc1NC(=O)C(Sc1nncn1C)c1ccccc1 (stereo not drawn)	-3	7	0	4	3	-8	18	5	0	0.2
CCC1CCCCN1C(=S)Nc1ccc(SC(F)F)cc1 (stereo not drawn)	5	-4	-2	1	-9	10	-16	-4	-3	0.2
Cc1cc(C2(c3cc(C)c(NC(=O)CN4CCOCC4)c(C)c3)CCCCC2)cc(C)c1NC(=O)CN1CCOCC1	-4	10	2	1	-1	-1	-7	10	-1	0.3
O=C(CSc1nnnn1C1CCCCC1)Nc1ccccc1N1CCOCC1	-9	0	0	3	3	-5	12	-1	4	0.8
Cc1ccc(NC(=O)c2ccc(S(=O)(=O)N3CCCC3)cc2)nc1	12	-2	0	-2	-5	4	-1	4	-3	0.1
CC1CCN(c2ccc(NC(=O)C3CCCN3S(=O)(=O)c3ccc(F)cc3)cc2)CC1 (stereo not drawn)	-1	0	1	-2	3	9	2	-1	-5	0.3
Cc1c(C(=O)N/N=C/c2ccc(-c3ccccc3[N+](=O)[O-])o2)sc(N)c1C#N	-6	-6	3	-33	-15	19	-11	14	-6	-1.1

Overlap with the part before: two compounds, then new ones.
SMILES	DDE Tn7 FP inh	DDE Tn6 FP inh	LEDGF integ inh	PLCg1 inh	ADAM10 inh	TDP2 inh	ARFGAP1 inh	ASAP1 GAP inh	ADAM17 inh	KLK7 zymogen act
CC1CCN(c2ccc(NC(=O)C3CCCN3S(=O)(=O)c3ccc(F)cc3)cc2)CC1 (stereo not drawn)	-1	0	1	-2	3	9	2	-1	-5	0.3
Cc1c(C(=O)N/N=C/c2ccc(-c3ccccc3[N+](=O)[O-])o2)sc(N)c1C#N	-6	-6	3	-33	-15	19	-11	14	-6	-1.1
COc1cc(-n2c(=O)c3ccccc3n(CC(=O)c3ccccc3)c2=O)cc(OC)c1OC	10	13	1	2	-4	2	-8	7	-3	0.5
FC(F)(F)c1cccc(Cc2noc(CN3CCCC(OCc4ccccn4)C3)n2)c1 (stereo not drawn)	8	5	-8	-2	-10	-17	-20	3	-6	-0.2
COCCn1nnnc1CN1CCSCC1	1	0	1	1	-7	0	1	-4	-2	-0.2
O=C(N/N=C\c1ccc(Br)o1)C1COc2ccccc2O1 (stereo not drawn)	-1	-2	-3	-5	-4	-8	0	-12	0	-0.2
O=C(NCc1cccs1)c1ccc2sc(COCCO)nc2c1	6	-1	4	-1	3	9	10	-13	1	0.4
COCCNC(=S)N(C)[C@H]1C[C@H]2c3[nH]c4c(-c5cccc(C)c5)cccc4c3CCN2C[C@H]1[C@H](C)O	-6	-3	5	i	-157	-11	·	·	-51	0.7
COc1ccc(Cl)cc1NC(=O)CN1C(=O)NC(Cc2c[nH]c3ccccc23)C1=O (stereo not drawn)	-1	-3	-2	2	6	5	12	9	-2	0.2
CCOC(=O)[C@]12CCC=C1N(Cc1cccc3ccccc13)C(=O)[C@H](CC(=O)N1CCN(C(=O)C3CC3)CC1)C2	-4	-5	-1	-1	-11	4	-5	-1	-1	-0.1
COc1ccc(S(=O)(=O)N[C@@H]2C=C[C@@H](CC(=O)N3CCc4ccccc4C3)O[C@@H]2CO)cc1	-6	5	-3	-1	-2	-12	3	-3	-1	-0.4
CCCOc1ccc(C2C(C(=O)c3ccc(C)o3)=C(O)C(=O)N2Cc2ccco2)cc1 (stereo not drawn)	0	-5	-3	-11	-8	2	-1	-1	1	-0.7
Cc1ccc(OC(=O)c2c(C)nn(-c3ccccc3)c2C)cc1	-1	4	-1	0	-1	10	-1	-8	0	0.3
Cc1ccc(NC(=O)COC(=O)C2CC(=O)N(Cc3ccccc3)C2)cc1S(=O)(=O)N(C)C (stereo not drawn)	-4	-5	-9	4	-10	0	6	1	0	-0.2
CCN(CC)C(=O)c1cccc(-c2csc(C(NC(C)=O)c3cccc(OC)c3)n2)c1 (stereo not drawn)	4	-6	-2	-2	-15	1	6	13	-1	0.4
c1ccc(Nc2c3c(nc4ncnn24)CCC3)cc1	6	8	0	-1	-1	4	-17	0	-5	-0.1
COc1ccccc1CCn1cnc2c3cc(C)ccc3n(C)c2c1=O	-2	-4	0	-4	-206	-3	4	-2	-50	-0.6
CCOc1nc(NC2CCCC2)nc(N2CCC(C)CC2)n1	1	-4	4	5	18	-7	-3	-4	3	0.6
CN(C(=O)c1cccc(NC(=O)Cc2ccc(NC(=O)C3CCN(C(=O)C4CCCC4)CC3)cc2)c1)C1CCCC1	-3	-2	1	1	-9	-9	3	-8	0	0.4
C=CCn1c2ccccc2c(=O)c2cc(C#Cc3cc(OC)cc(OC)c3)ccc21	-3	-4	-1	-179	-267	6	-4	5	-74	-31
COc1ccc2c(c1)O/C(=C\c1sccc1C)C2=O	1	2	-2	-29	-2	2	8	-7	1	-0.3
Cn1c(=O)cc(OCCCC(=O)N2CCN(c3ccccc3)CC2)c2ccccc21	4	4	0	0	-9	-6	12	-13	-2	-0.5
O=C(CNC(=O)c1ccc(Br)cc1)NCC(=O)OCc1ccc(Cl)cc1	-2	-3	2	-2	0	-3	-2	5	-5	0.1
CN(C(=O)COC(=O)c1ccc2c(c1)OCO2)c1c(N)n(Cc2ccccc2)c(=O)[nH]c1=O	5	2	-1	2	-4	-18	4	3	-1	0.3
COc1cc2c(NCCCCCO)ncnc2c(OC)c1OC	0	5	1	-8	-23	1	0	9	-5	0.3
CCOC(=O)[C@H]1[C@H]2COc3ccc(Br)cc3[C@@H]2N2C(=O)c3ccc(C)cc3NC(=O)[C@@]12C	-1	6	1	1	17	-3	-1	20	-1	0.1
Cc1cc(Br)ccc1Nc1nc(N)nc(N)c1N=O	8	-3	2	1	-6	-1	-9	-2	-2	0.5

Other records:
SMILES	DDE Tn7 FP inh	DDE Tn6 FP inh	LEDGF integ inh	PLCg1 inh	ADAM10 inh	TDP2 inh	ARFGAP1 inh	ASAP1 GAP inh	ADAM17 inh	KLK7 zymogen act
O=C(CCSCCC(=O)Nc1c(F)c(F)c(F)c(F)c1F)Nc1c(F)c(F)c(F)c(F)c1F	1	-3	-1	0	1	0	7	7	-3	-0.3
O=C(C1=C[C@@H](c2coc3ccccc3c2=O)C[C@@H](OCCCCO)O1)N1CCOCC1	-10	-1	3	1	5	-2	6	2	2	3.0
N#CCCCSC1=C(C#N)C(c2ccccc2Cl)CC(=O)N1 (stereo not drawn)	1	-1	1	-1	-3	1	-5	12	-2	-0.8
O=S1(=O)CCN(Cc2cccc(Cl)c2)CC1	5	6	-5	0	-5	3	-8	-4	-5	-1.0
O=C(O)CCN1CC2([N+](=O)[O-])C=CC(=O)C([N+](=O)[O-])(C1)C2CC(=O)c1ccccc1 (stereo not drawn)	4	3	8	-4	-16	9	-12	-1	-7	0.6
CCOC(=O)c1cnc(SC2CCc3ccccc3C2=O)nc1N (stereo not drawn)	4	-3	1	-6	0	0	7	0	-3	0.6
CO[C@@H]1CN(C)C(=O)c2cc(NC(=O)C3CC3)ccc2OC[C@H](C)N(C(=O)CN2CCOCC2)C[C@@H]1C	3	1	4	8	-1	-5	-6	-3	3	0.9
COc1c2ccc(C(=O)NCc3cc(C(F)(F)F)cc(C(F)(F)F)c3)cc2nn1C	-6	1	2	-284	i	0	7	-8	-146	-4.3
CN(CC1COCCO1)C(=O)c1cc(COc2c(F)cccc2F)on1 (stereo not drawn)	3	-6	-2	-2	-15	-5	-4	-14	-6	0.4
COc1ccc(OC(=O)Nc2ccccc2)cc1	1	2	-3	0	9	2	10	0	-3	-0.3
CCN(CC(=O)Nc1cc(Cl)ccc1C)C(=O)Cn1c(=O)cnc2ccccc21	4	7	-4	0	-7	1	1	-8	1	0.4

Source: PubChem BioAssay (The Scripps Research Institute Molecular Screening Center)
